Screening results as filed in PubChem.
Wnt act – Wnt/beta-catenin pathway activators, primary screen, cell-based, plate reader, single point | Wnt/beta-catenin reporter cell assay, activator | activation, % at 9.35 µM | actives 1.2% (n = 300,000); in the data active means activation above about 30%, passing the limit was not always enough;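 further: 0% = neutral control wells and 100% = positive control wells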
phage Ecoli inh – growth loss of phage-infected E. coli, primary screen, RecBCD inhibitor project, absorbance, with phage, HTS | inhibition, % at 11.9 µM | AID 651602, 2012 | actives 0.26% (n = 360,000); in the data active means inhibition above about 11%
* marks the source's active call; other numbers are inactive results. These rows are one share of the data; rates above refer to the full screens.

SMILES	Wnt act	phage Ecoli inh
C[C@@H]1CN(c2ccc(N3CCNC[C@@H]3C)cc2C#N)CCN1Cc1ccccc1	-5.9	2.8
COc1ccc(OC)c(NC(=O)C2(C)CCN2Cc2ccsc2)c1 (stereo unspecified)	-1.4	-1.8
COc1ccc(CN2C[C@@H](CO)O[C@@H](n3cnc4c(NCCCO)ncnc43)C2)cc1	-3.4	3.6
Cc1c(C(=O)NCc2ccc(F)cc2)sc(=O)n1Cc1ccccc1	-6.0	2.7
CC1(C)CC(=O)C=C(c2ccc(COC(=O)c3ccc(Br)cc3)cc2)C1=O	-1.7	1.2
COC(=O)C1(C(=O)OC)c2cc3c(cc2CN(S(=O)(=O)c2ccc(C)cc2)C1CC(C)=O)OCO3 (stereo unspecified)	-1.1	-0.2
COc1cc(CCN(C(=O)c2cc3ccccc3[nH]2)C(c2ccccn2)c2nc3ccccc3[nH]2)cc(OC)c1 (stereo unspecified)	8.5	1.7
OC[C@@H]1CN(CCNc2ccccc2)C[C@H](n2cnc3c(NCc4ccncc4)ncnc32)O1	0.5	0.6
O=[N+]([O-])c1ccc(CN2CC(N3CCC(c4ccccc4)CC3)CS2(=O)=O)cc1 (stereo unspecified)	-1.7	2.8
O=c1oc(=S)oc2c1[C@H](c1ccc(Cl)cc1)O[C@H](C1CCCC1)C2	-3.2	0.7
CC(=O)CC1c2cc(F)ccc2C=C(c2ccsc2)N1c1ccc(-c2cccnc2)cc1 (stereo unspecified)	-1.7	3.7
O=C(Nc1ccccc1)OC[C@@H]1CSCCS(=O)(=O)N1	-0.7	1.3
CC(C)(C)NC(=O)C(c1ccc(C(F)(F)F)cc1)n1c(=O)c(-c2cc3ccccc3[nH]2)nc2ccccc21 (stereo unspecified)	-16.2	4.0
CC(C)C[C@H]1CN(CCCC[C@H]2CNC(=O)C(=O)N2CCc2ccccc2)C(=O)C(=O)N1CCC1CCCCC1	-2.9	-0.4
COc1cccc(C(O)c2nc(-c3ccccc3OC)cs2)c1 (stereo unspecified)	0.4	1.6
OCCN1CCN(c2ncnc3c2ncn3[C@H]2CN(Cc3ccco3)C[C@@H](CO)O2)CC1	-1.9	1.6
Cn1ccc2c(N3CCCCC3)cc3c(c21)C1CCC3C1 (stereo unspecified)	-0.6	-0.1
COc1ccc2c(CN3CCCCCCC3)cc(=O)oc2c1	1.2	2.0
Cc1ccc2c(c1)C1(SC(C)C(=O)N1c1ccc(Cl)cc1)C(=O)N2 (stereo unspecified)	-1.6	4.5
OC(c1ccccc1)c1nc(-c2cnc3ccccc3c2)cs1 (stereo unspecified)	50.7*	5.7
CCOc1ccc(Cl)cc1-c1cc(C(=O)NCc2cc(C(F)(F)F)cc(C(F)(F)F)c2)[nH]n1	0.2	5.1
COc1ccc(NC(=O)c2cc(C3CCCCN3C(=O)C3CCCCC3)on2)c(C)c1 (stereo unspecified)	-5.2	4.4
CC(=O)Nc1cc(-c2ccc(F)cc2)cn2c(-c3ccc(F)cc3)cnc12	-1.0	-2.3
CCCCNC(=O)C1(C)CCCCN1C(=O)c1ccc(F)cc1Cl (stereo unspecified)	0.3	2.8
CCCN(C)C1CN(Cc2cn(Cc3cc(C)cc(C)c3)nn2)S(=O)(=O)C1 (stereo unspecified)	-1.6	3.0
CCOC(=O)N1CCN(C(=O)C[C@H]2C[C@@]3(C(=O)OC)C(=C[C@H](COCc4ccccc4)O[C@@H]3C)N(CCC3=CCCCC3)C2=O)CC1	-4.7	-1.0
Cc1ccc(Cn2c(C)c(C(=O)NCc3cccs3)sc2=O)cc1	-6.0	1.4
CCCS(=O)(=O)NC(=O)C1(C)CCN(C(=O)Cc2ccc(OC)cc2)C1 (stereo unspecified)	-1.2	2.5
COc1ccccc1CCn1cnc(-c2ccccc2)c1C(C)C	-1.6	1.5
NC(=O)c1ncn([C@@H]2O[C@H](C(=O)N[C@H](Cc3ccccc3)C(=O)O)[C@@H](O)[C@H]2O)n1	1.0	1.1

Shown with the structure last: part of the list above.
Wnt act	phage Ecoli inh	mol
-3.2	0.7	O=c1oc(=S)oc2c1[C@H](c1ccc(Cl)cc1)O[C@H](C1CCCC1)C2
-1.6	1.5	COc1ccccc1CCn1cnc(-c2ccccc2)c1C(C)C
-1.6	4.5	Cc1ccc2c(c1)C1(SC(C)C(=O)N1c1ccc(Cl)cc1)C(=O)N2 (stereo unspecified)
-6.0	2.7	Cc1c(C(=O)NCc2ccc(F)cc2)sc(=O)n1Cc1ccccc1

(more compounds)
SMILES	Wnt act	phage Ecoli inh
COC(=O)c1cc2c(c3c4cc(F)ccc4n(C(=O)c4ccccc4)c13)C(=O)N(C1CCCCC1)C2	3.2	2.2
COC(=O)C1=C(C)N(Cc2ccccc2C(F)(F)F)C(=NCc2ccc(OC)cc2)NC1c1ccccc1 (stereo unspecified)	-7.7	5.9
COCCNc1ncnc2c1ncn2[C@H]1CN(CCN2CCOCC2)C[C@@H](CO)O1	-1.3	2.2
CC(C)[C@@H]1O[C@H](CCc2ccccc2)CC2=C1C(=O)OC(C)(C)O2	-1.2	1.2
O=C1c2ccccc2C(=O)N1CC(O)COc1cccc2ccccc12 (stereo unspecified)	-1.3	2.7
CC1(C(=O)NCc2ccccc2)Cc2c(-c3ccccc3)ccnc2O1 (stereo unspecified)	-15.5	4.9
CN(Cc1ccccc1)C(=O)c1[nH]c(C(F)(F)F)nc1-c1ccccc1	0.3	2.6
CCOC(=O)[C@]12CCC=C1N(CCC1=CCCCC1)C(=O)[C@H](CC(=O)NCCc1ccccc1OC)C2	-2.6	0.6
CC(=O)Nc1cc(-c2ccccc2F)cn2c(-c3ccccc3)cnc12	-1.3	-1.9
COC(=O)C[C@@H]1CC[C@H](NC(=O)c2cnccn2)[C@@H](CO)O1	-1.7	2.1
O=C1CCCCC(=O)[C@H](O)C[C@H](c2ccccc2)O1	-1.3	1.3
CCOC(=O)[C@]12CCC=C1N(Cc1ccccc1)C(=O)[C@H](CC(=O)NCc1cccc3ccccc13)C2	-6.2	0.8
CC1CCCCN1S(=O)(=O)c1cc2c(=O)nc3ccccn3c2cc1Cl (stereo unspecified)	-1.2	-2.9
C[C@@H]1ON(C)[C@H]2C[C@H]3c4cc(Nc5ccccc5)ccc4CCN3C[C@@H]12	-0.1	2.4
Cn1cc(-c2csc(C(O)c3ccc(F)cc3)n2)cn1 (stereo unspecified)	1.5	3.6
Cc1ccc(CNC(=O)Nc2nnc([C@@H]3C[C@H](O)[C@@H](CO)O3)s2)cc1	-1.4	0.2
Cc1cc(C)cc(CC(=O)N2CCC2(C)C(=O)NS(=O)(=O)c2cc(C)ccc2F)c1 (stereo unspecified)	-2.6	0.2
O=C(Nc1ccc2c(c1)OCCO2)C1c2ccccc2OCC(=O)N1Cc1ccccc1 (stereo unspecified)	1.5	0.1
CC(O)(c1cccnc1)c1nc(-c2ccc(S(C)(=O)=O)cc2)cs1 (stereo unspecified)	-0.9	3.3
O=C(Nc1cccc(F)c1)N1CCc2nc(NCc3cccc(Oc4ccccc4)c3)ncc2C1	-4.2	6.6
CC1(C(=O)NS(=O)(=O)C2CC2)CCCN(C(=O)/C=C/c2ccccc2)C1 (stereo unspecified)	-2.6	3.2
CSc1ccc(CN2C(=O)C(C)ON=C2c2ccccc2F)cc1 (stereo unspecified)	-2.5	2.3
O=C(NCc1cccnc1)c1csc([C@H]2C[C@H](O)[C@@H](CO)O2)n1	-0.2	2.2
Cc1ccc(C(O)c2ncc(-c3cccc(C(F)(F)F)c3)[nH]2)cc1F (stereo unspecified)	-0.6	2.1
CCOC(=O)[C@]12CCCC=C1N(CCc1ccc(OC)c(OC)c1)C(=O)[C@H](CC(=O)N1CCSCC1)C2	-3.9	1.8
COc1ccc(CCNC(=O)c2ccc(CSc3ccc(Cl)cc3)o2)cc1OC	-5.0	3.3
CC1=C(C(=O)N2CCCCCC2)CC(CC(=O)NCCCN(C)C)C(=O)N1Cc1ccc(F)cc1 (stereo unspecified)	-2.1	1.4
CCc1nc2c(OCc3c(C)noc3C)cccn2c1N(C=O)Cc1ccc(OC)cc1	1.2	3.9
CC(CC(=O)Nc1ccc2c(c1)c(=O)n(C)n2-c1ccc2ccccc2c1)C(F)(F)F (stereo unspecified)	-0.8	2.3
Cn1cc(CC(=O)Nc2ccc(Nc3cccnc3)cc2)c2ccccc21	-4.9	7.5
COCCN(CCOC)Cc1cc(=O)oc2cc(OC)ccc12	-1.0	1.0
COc1ccc(CC(N)c2csc(Nc3ncccn3)n2)cc1 (stereo unspecified)	3.8	2.2
C=CCCC1CN(Cc2ccc(OC)cc2)S(=O)(=O)c2c(Oc3cc(C)c(C)c(C)c3)cccc2O1 (stereo unspecified)	-3.6	3.7
COc1ccc(NC(=O)c2cc(-c3cc(F)ccc3OCC3CCCO3)n[nH]2)c(C)c1 (stereo unspecified)	-5.5	2.7
CC(NNC(=S)N1CCCCCC1)c1ccc2ccccc2n1 (stereo unspecified)	-2.4	-0.2
O=C(C[C@@H]1CC[C@@H]2[C@H](COC[C@H](O)CN2C(=O)Nc2ccc(F)cc2)O1)NCCc1ccncc1	-2.7	0.2
COc1ccc(C(O)c2ncc(-c3ccccc3)[nH]2)cc1 (stereo unspecified)	5.0	1.3
COc1cccc(OC)c1C(=O)NCCNc1nc2cc(C)cc(C)c2cc1C#N	-1.1	2.3
COc1ccccc1C(NC(=O)C1CCN(CCc2ccc(Br)cc2)CC1)c1ccccn1 (stereo unspecified)	-1.4	2.0
Cc1ccccc1OC1(C)CCN(Cc2ccc(-c3ccccn3)cc2)C1 (stereo unspecified)	-1.1	0.7
CNC(=O)OCc1nc(SC2CCCCO2)n(C)c1COC(=O)NC (stereo unspecified)	-1.5	1.3
Cc1cc2nc(-c3ccco3)c(Cc3ccccc3C(F)(F)F)n2c(C)c1Br	-1.1	0.2
O=C(NC(c1ccccc1)c1ccsc1)C1CCN(Cc2ccccc2)CC1 (stereo unspecified)	-1.0	2.2
CCOc1ccc2nc(S(=O)(=O)NC(=O)C3(C)CCN3C(=O)CCc3cccs3)sc2c1 (stereo unspecified)	-1.0	0.7
CC1(C)CC(Cc2ccccc2C(F)(F)F)N(C(=O)OC(C)(C)C)C1 (stereo unspecified)	-1.2	1.5
COC(=O)c1cc2c(c3c4cc(OC)ccc4n(S(=O)(=O)c4ccc(OC)cc4)c13)C(=O)N(Cc1ccco1)C2	-3.0	1.8
Cn1ccc2c(-c3ccc(F)cc3)cc3c(c21)C1CCC3C1 (stereo unspecified)	13.0	4.0
COc1cccc(NC(=O)N(C)C[C@@H]2OCc3cn(nn3)CCCC(=O)N([C@@H](C)CO)C[C@H]2C)c1	-3.1	1.7
O=C(C[C@@H]1CC[C@@H]2[C@H](COC[C@H](O)CN2CCC(F)(F)F)O1)NCc1ccc2c(c1)OCO2	-2.2	2.1
C[C@@H]1CN([C@H](C)CO)C(=O)c2cc(NC(=O)Nc3ccc(F)cc3)ccc2O[C@@H](C)CCCCO[C@H]1CN(C)S(=O)(=O)c1ccc(Cl)cc1	-4.3	1.1
Cc1cccnc1C(NC(=O)C1CCN(Cc2ccc(Cl)cc2)CC1)c1ccccc1 (stereo unspecified)	0.5	3.4
CCOc1ccc(Cl)cc1-c1cc(C(=O)NC(C)C)[nH]n1	-0.7	3.8
COC(=O)[C@]12C[C@H](CC(=O)NCC34CC5CC(CC(C5)C3)C4)C(=O)N(Cc3ccc4c(c3)OCO4)C1=C[C@H](C(C)(C)C)O[C@@H]2C	-7.4	1.5
CCOC(=O)C1(C)CCN1C(=O)c1csnn1 (stereo unspecified)	-3.5	2.9
CCCCCCCCN1C(=O)[C@@H](CC(=O)NCCc2ccccc2OC)C[C@@]2(C(=O)OC)C1=C[C@H](C(C)(C)C)O[C@@H]2C	-10.7	0.5
O=C1CCCCCCC(=O)[C@H](O)C[C@H](c2ccccc2)O1	-1.2	3.9
CCCc1nc2c(Cl)cc(C(F)(F)F)cn2c1Cc1ccc(OC)cc1C	-6.5	3.1
CCCCCCCCN1C(=O)[C@@H](CC(=O)N2CCN(C(=O)OCC)CC2)C[C@@]2(C(=O)OC)C1=C[C@H](C1CCCC1)O[C@@H]2C	-4.2	0.8
C[C@H]1COc2cc(N3CCC[C@@H]3CO)ccc2S(=O)(=O)N1	-1.9	-2.6
COc1ccc(C(C)=O)cc1CN1C(=O)C(C)ON=C1c1ccccn1 (stereo unspecified)	-4.7	2.1
C[C@@H]1ON(C)[C@H]2C[C@H]3c4[nH]c5cccc(-c6ccccc6)c5c4CCN3C[C@@H]12	-1.8	1.3
CCCNC(=O)C1(C)CCN(C(=O)COc2ccc(C(C)(C)C)cc2)C1 (stereo unspecified)	18.7	1.5

Some of these compounds in order of length of the SMILES, high to low:
SMILES	Wnt act	phage Ecoli inh
COc1cccc(OC)c1C(=O)NCCNc1nc2cc(C)cc(C)c2cc1C#N	-1.1	2.3
C[C@H]1COc2cc(N3CCC[C@@H]3CO)ccc2S(=O)(=O)N1	-1.9	-2.6
COCCN(CCOC)Cc1cc(=O)oc2cc(OC)ccc12	-1.0	1.0
